Screens from PubChem BioAssay.
PKM2 activator: PKM2 (human) enzyme activation; Potency, µM (highest dose often 57.5 µM), without a hit: top-dose activation, usual class: activators; 0.34% of 260,000 active; purified PKM2, Kinase-Glo ATP luminescence, activation; response scale: 0% is enzyme alone, no compound; P14618; AID 1631; also: potency is read from the fitted curve at half-maximal effect; nearly all actives have a fitted effect of over 55% in size
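hPK-M2, >95% pure; 0.1 mM ADP / 0.5 mM PEP final; imidazole pH7.2 buffer w/ 7 mM MgCl2, 50 mM KCl; 1 h RT; Kinase-Glo lum. Intermediate enzyme activity for dual inhibitor/activator qHTS.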
GALK inhibitor: inhibitors of human galactokinase. 0.007% of 270,000 active. P51570. Purified GALK, Kinase-Glo residual ATP luminescence. Potency, µM (top dose mostly 57.5 µM), without a hit: at the top dose activity change, negative = inhibition, most hits filed as inhibitors; also: potency is read from the fitted curve at half-maximal effect
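Human GALK (5 nM) with 35 uM ATP and 100 uM galactose in 20 mM HEPES pH 8.0, 5 mM MgCl2, 60 mM NaCl, 1 mM DTT, 0.01% BSA. After 1 h at room temperature, leftover ATP was read by Kinase-Glo Plus luminescence.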
KCNH2 3.1 block: blocks the human KCNH2 3.1 channel isoform. 0.95% of 340,000 active. U2OS KCNH2 3.1, thallium flux FluxOr; active compounds read low. activity change, % (tested at about 1.8 µM). AID 720553;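 active = maximum activity change below -70%; inconclusive = maximum activity change from -70% to -50%; inactive = maximum activity change above -50%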;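 also: thallium influx rate constant from kinetic fluorescence after stimulation buffer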
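FluxOr-based Tl+ influx in U2OS cells transduced with KCNH2 3.1 virus; rate constants normalized to DMSO controls.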
B2AR arrestin: beta2AR (human) beta-arrestin recruitment activity | P07550 | beta-arrestin recruitment to beta2AR, cell-based reporter | Potency, µM (doses to about 46.1 µM), for the others: at the highest dose activation, usual class: activators | 0.02% of 330,000 active;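 also: potency is read from the fitted curve at half-maximal effect; 0% = DMSO controls and full agonism = EC100 isoproterenol or metaproterenol; nearly all actives have a fitted effect of over 65% in size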
hERG WT inh: inhibitors of human wildtype KCNH2 potassium channel. AID 720551. Q12809. 0.37% of 340,000 active. U2OS, BacMam KCNH2, thallium flux FluxOr; active compounds read low. activity change, % at 1.84 µM;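 active = maximum activity change below -70%; inconclusive = maximum activity change between -70% and -50%; inactive = maximum activity change above -50%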
Target sequence (Q12809 whole entry, looked up): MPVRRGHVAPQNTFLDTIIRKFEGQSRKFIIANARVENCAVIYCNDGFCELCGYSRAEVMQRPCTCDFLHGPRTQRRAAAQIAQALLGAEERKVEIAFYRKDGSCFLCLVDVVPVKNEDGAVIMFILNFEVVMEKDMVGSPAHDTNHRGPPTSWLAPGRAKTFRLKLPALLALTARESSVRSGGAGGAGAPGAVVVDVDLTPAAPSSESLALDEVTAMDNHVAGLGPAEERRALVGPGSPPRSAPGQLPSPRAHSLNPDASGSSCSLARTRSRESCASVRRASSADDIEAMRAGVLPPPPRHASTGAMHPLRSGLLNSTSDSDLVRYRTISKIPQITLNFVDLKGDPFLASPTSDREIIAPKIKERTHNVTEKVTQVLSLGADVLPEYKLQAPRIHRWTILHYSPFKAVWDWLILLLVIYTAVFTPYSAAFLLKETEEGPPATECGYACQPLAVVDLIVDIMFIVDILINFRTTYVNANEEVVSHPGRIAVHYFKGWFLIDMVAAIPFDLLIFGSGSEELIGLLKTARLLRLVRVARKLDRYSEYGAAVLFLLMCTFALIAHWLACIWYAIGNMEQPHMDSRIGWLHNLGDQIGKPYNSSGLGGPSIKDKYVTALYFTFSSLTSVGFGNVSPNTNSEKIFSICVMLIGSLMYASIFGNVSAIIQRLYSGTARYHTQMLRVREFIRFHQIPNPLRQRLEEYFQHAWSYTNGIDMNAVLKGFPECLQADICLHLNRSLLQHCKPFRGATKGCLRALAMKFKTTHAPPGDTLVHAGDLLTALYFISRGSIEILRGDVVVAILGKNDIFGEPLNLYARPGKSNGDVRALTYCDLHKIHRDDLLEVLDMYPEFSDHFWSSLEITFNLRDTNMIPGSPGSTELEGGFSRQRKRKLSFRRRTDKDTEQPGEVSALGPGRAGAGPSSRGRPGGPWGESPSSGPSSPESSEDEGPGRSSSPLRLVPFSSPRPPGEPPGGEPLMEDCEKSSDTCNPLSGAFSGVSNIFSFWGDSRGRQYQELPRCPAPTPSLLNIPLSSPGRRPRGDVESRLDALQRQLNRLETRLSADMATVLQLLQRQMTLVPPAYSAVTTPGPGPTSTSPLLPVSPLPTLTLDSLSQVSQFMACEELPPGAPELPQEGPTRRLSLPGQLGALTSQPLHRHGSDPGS
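U2OS cells transduced with wild-type KCNH2 virus are loaded with FluxOr dye for 45 min, and thallium flux is measured in kinetic reads before and after stimulation buffer. Rate constants are normalized to DMSO controls.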
USP2a inh: USP2a (human) protease inhibition | USP2 core, Ub-CHOP2 coupled fluorogenic reporter, 485/531 | Potency, µM (highest dose often 38.3 µM), for the others: top-dose activity change, negative = inhibition, hits mostly inhibitors | 0.01% of 330,000 active;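 also: potency is read from the fitted curve at half-maximal effect; plate controls were DMSO wells for no effect and full inhibition by NEM control for full effect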
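Cell-free coupled assay: 10nM USP2 core preincubated 30min RT with compound in Tris-HCl pH 8.0/CaCl2/CHAPS buffer, then 25nM Ub-CHOP2 and 25nM reporter substrate; fluorescence (Ex 485/Em 531) read after 60min RT, normalized to NEM inhibition, concentration-response curves fitted.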
Giardia killer: kills Giardia lamblia; Giardia lamblia trophozoite viability; 0.15% of 340,000 active; AID 540267; activity change, % at 7.66 µM, hits read low; in the data active = activity change below about -80%; inconclusive = between about -30% and that limit;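 also: parasites exposed to compound for two days anaerobically before the ATP read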
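Compounds were tested on trophozoites seeded at 100 cells/well and held 48 hrs at 37 deg C anaerobically. An ATP-based luminescent kit measured the remaining live cells.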
BCR signal inh: blocks chronic active B-cell receptor signaling. Potency, µM (top dose mostly 46.1 µM), inactives show top-dose ratio change, negative = lower green/red ratio, usual class: inhibitors. 0.05% of 340,000 active. ABC-DLBCL IkBa-CBG/CBR reporter, luminescence ratio, 4 h; active = well fitted inhibition curve with a large enough effect in the signal ratio, with a control signal flat, not every such curve was filed as active; inconclusive = small, poorly fitted or top-dose-only effect, or effect the other way, or a change in a side signal; the % refers to the signal ratio;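 also: potency is read from the fitted curve at half-maximal effect; plate controls were basal doxycycline-induced cells for no effect and cells given 10 µM MG132 for full effect; MG132 reads +100%, hits lower the ratio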
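Doxycycline induced both beetle luciferases in TMD8 lymphoma cells; IKK-driven degradation limits the IkappaBalpha-fused green signal, while red luminescence normalises for cell number and nonspecific effects. Compounds tested up to 46 uM, 4 hrs.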
Eya2 phos inh: inhibitors of human Eya2 phosphatase activity | Potency, µM (titrated, usually from 76.9 µM), for inactives: top-dose activity, negative = inhibition, usual class: inhibitors | AID 488837 | 0.006% of 330,000 active | recombinant Eya2, OMFP fluorescence dephosphorylation (OMFP is methylfluorescein phosphate) | O00167; also: potency is read from the fitted curve at half-maximal effect
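Eya2 protein (added as 0.2 uM solution) was preincubated with compound for 10 min at ambient temperature in 50 mM HEPES pH 7.5, 50 mM NaCl, 5 uM MgCl2, 0.05% BSA, 1 mM DTT. OMFP (added at 50 uM) then reacted 10 min; fluorescence read at 485/525 nm.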
uPA surface inh: cell surface uPA generation inhibition; cell surface uPA generation assay, qHTS; Potency, µM (highest dose often 38.3 µM), without a hit: at the top dose activity change, negative = inhibition, usual class: inhibitors; 0.31% of 330,000 active; active = well fitted inhibition curve with a large enough effect; inconclusive = small, poorly fitted or top-dose-only effect; inactive = no such curve, though single readings can be large or run the other way; tested in mouse RAW 264.7 cells; also: potency is read from the fitted curve at half-maximal effect; nearly all actives have a fitted effect of over 55% in size
FBPA coupling cs: inhibits coupling enzyme system, counter-screen for aldolase hits; coupling enzyme system counterscreen, AmpLite Red fluorescence; activity change, negative = inhibition, % at 58.2 µM, hits read low; 0.67% of 290,000 active; AID 2472; in the data active = activity change below about -30%
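Final compound at 57.5 uM, incubated 10 min at RT with coupling enzyme reagent (glyceraldehyde-3-phosphate), then 20 min with substrate and AmpLite Red detection. Fluorescence read at 525/598 nm; tests interference with the coupling assay, not aldolase inhibition.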
* = called active by the depositor; ? = inconclusive; / = not tested or not shown. Unless noted, calls follow the shape of the dose curve; as a rule, active = well fitted curve in the direction sought with a large enough effect; inconclusive = small, poorly fitted or top-dose-only effect, or another doubt; inactive = no such curve, though single readings can be large; an effect the other way counts as inactive or inconclusive. Unless noted, % is scaled to controls: 0 for no effect and ±100 for the full control effect. Rows are unselected. Share with any hit: about 2.4%.

Results follow in this order: PKM2 activator | GALK inhibitor | KCNH2 3.1 block | B2AR arrestin | hERG WT inh | USP2a inh | Giardia killer | BCR signal inh | Eya2 phos inh | uPA surface inh | FBPA coupling cs
Cc1ccc(S(=O)(=O)NC(CC(=O)NC2CCCC2)c2ccco2)cc1 (stereo not given)
  4% | 1% | 4 | 0.0% | 8 | 4% | 4 | -9% | -10% | 0% | 2
Cc1[nH]c(=O)[nH]c(=O)c1S(=O)(=O)N1CCCC(C(=O)NCCc2ccc(Cl)cc2)C1 (stereo not given)
  5% | -3% | -17 | -1.9% | 6 | 2% | 5 | ? | 26% | 0% | -2
COc1cccc(C(=O)Oc2cc(-c3ccccc3)no2)c1
  -7% | -1% | 20 | -0.2% | -1 | -1% | 1 | ? | 2% | 2% | 0
Cc1ccc(OC(=O)c2ccc3c(=O)n4c(nc3c2)CCC4)cc1
  / | / | 14 | 0.1% | 0 | 0% | -26 | 0% | -5% | 6% | /
COc1ccc(S(=O)(=O)N2CCOCC2)cc1NC(=O)c1ccc(OCC(C)C)c(OC)c1
  / | / | -2 | -0.5% | 4 | 0% | -6 | -3% | -27% | 8% | /
O=C(Cc1ccc(F)cc1)OCN1C(=O)c2ccccc2C1=O
  3% | 3% | 4 | -1.1% | -21 | 0% | -19 | ? | 1% | -1% | /
CS/C(N)=N/N=C/c1cc(Br)cc(Br)c1O
  -1% | 0% | -3 | 15% | 4 | 1% | 10 | ? | -2% | -3% | 1
CCOc1ccc(C(CCc2ccccc2)NC(=O)c2ccc(OC)c(OC)c2)cc1OCC (stereo not given)
  -2% | 0% | -18 | 0.5% | -1 | -4% | -3 | 4% | -44% | / | 5
C=CCOc1ccc(C2C(C(=O)c3ccco3)=C(O)C(=O)N2c2nnc(C)s2)cc1 (stereo not given)
  23% | 4% | -13 | -0.2% | -15 | 4% | 17 | ? | 8% | -4% | -1
COc1ccccc1OCCC(=O)OCC(=O)c1c(N)n(C)c(=O)n(C)c1=O
  4% | -1% | -1 | -0.8% | 1 | 4% | 8 | 1% | -1% | 1% | -2
O=C(CN1CCCCC1)Nc1cccc([N+](=O)[O-])c1
  0% | -1% | 3 | -0.7% | 8 | 1% | -1 | 0% | -5% | 4% | 2
O=C(NC1(C(F)(F)F)NC(=O)N(Cc2ccco2)C1=O)c1cccnc1 (stereo not given)
  10% | 1% | 4 | -1.1% | -5 | -1% | ? | 6% | 1% | 2% | 1
Cc1ccc(NC(=O)CN(C)C(=O)COC(=O)CNS(=O)(=O)c2ccc(Br)cc2Cl)cc1
  1% | -9% | -10 | 0.1% | 9 | 0% | -23 | 19% | 0% | 2% | /
COc1ccc(/C=N/NC(=O)CCc2c(C)n[nH]c2C)cc1OC
  3% | 2% | 2 | 0.2% | -1 | 9% | -3 | -17% | -6% | -1% | 3
CCN(CC(=O)Nc1ccc(N2CCOCC2)cc1)CC(=O)NC(C)(C)C
  1% | 0% | 23 | -0.3% | -2 | 2% | -22 | ? | 10% | -2% | 1
Cc1nnc(SCCn2c(N3CCCC(C)C3)nc3c2c(=O)n(C)c(=O)n3C)s1 (stereo not given)
  2% | 1% | 13 | 0.1% | -1 | 1% | -9 | 21% | 18% | -4% | 3
COC(=O)/C(=C/Nc1ccc(O)cc1)[N+](=O)[O-]
  1% | -3% | 1 | -0.8% | -15 | 2% | 12 | -21% | 4% | -9% | -36*
CCN(CC)Cc1cc2ccccc2c2c1COC2
  -6% | 0% | -3 | 0.2% | 2 | 3% | 18 | 1% | -5% | -3% | -6
O=C(COc1ncnc2scc(-c3ccc(F)cc3)c12)NCc1ccco1
  12% | 5% | -8 | -0.9% | 1 | -2% | 7 | ? | -6% | 5% | -3
CC[N+](C)(CC)CCC/C(=N/O)C(O)(c1ccccc1)c1ccccc1
  1% | 5% | 10 | 0.1% | -5 | 3% | 1 | 1% | -4% | 3% | 2
COc1cccc(NC(=O)N2CCCC(C(=O)NCc3ccc(F)cc3)C2)c1 (stereo not given)
  3% | 0% | -5 | -0.9% | -10 | 2% | 8 | -16% | -6% | -4% | 1
COc1ccc(C(NCC(=O)NC(C)c2ccc(Cl)cc2)c2ccccc2)cc1 (stereo not given)
  / | 4% | -17 | -0.9% | -5 | 1% | -15 | ? | 12% | 9% | 0
COc1ccc(N(CC(=O)Nc2ccc3c(c2)OCO3)S(=O)(=O)c2ccc(F)cc2)cc1
  15% | 0% | -3 | 0.0% | 0 | -1% | 3 | 7% | 5% | 2% | -16
O=C(c1ccco1)N1CCN(C(=O)N2CCCC2)CC1
  0% | -2% | 8 | -0.3% | 5 | 1% | -19 | 8% | -1% | -1% | 0
O=C(C1CCCN(S(=O)(=O)c2ccccc2)C1)N1CCCCCC1 (stereo not given)
  -3% | / | 1 | 0.6% | 5 | 4% | -8 | 0% | 3% | -6% | -2
O=C(O)c1nnn(-c2cc(C(F)(F)F)cc(C(F)(F)F)c2)c1-c1ccccc1
  1% | / | 1 | 0.1% | -4 | 2% | -4 | 4% | -11% | -3% | 11
Cc1nn(-c2ccccc2)c(C)c1NC(=O)COC(=O)Cc1ccccc1F
  / | / | -1 | -0.4% | -2 | -2% | 3 | -12% | 4% | 2% | /
C/C(Cc1ccccc1)=N\NC(=O)CNC(=O)c1ccccc1
  -19% | -1% | 6 | -0.6% | -9 | 6% | 0 | -11% | -11% | -1% | 1
CC(=O)Nc1ccc(S(=O)(=O)NNC(=O)COc2ccc(C)cc2)cc1
  -2% | 0% | 2 | -1.3% | -12 | 0% | -25 | -3% | 7% | 0% | 4
O=C(Nc1ccc(Cl)cc1)OCc1cn(-c2ccccc2)nn1
  2% | -1% | 3 | -0.1% | -15 | 0% | -12 | ? | -7% | 1% | 0

Other results.
structure | PKM2 activator | GALK inhibitor | KCNH2 3.1 block | B2AR arrestin | hERG WT inh | USP2a inh | Giardia killer | BCR signal inh | Eya2 phos inh | uPA surface inh | FBPA coupling cs
CN1CCN(CC(=O)Nc2ccc(OCc3ccccc3)cc2)CC1 | -2% | -2% | / | 6.4% | / | 1% | / | ? | 7% | / | 3
O=[N+]([O-])c1ccc(N(CC2CO2)S(=O)(=O)c2ccccc2)cc1 (stereo not given) | 6% | -1% | 8 | 0.1% | 3 | 0% | 15 | -14% | -1% | 0% | 2
Oc1ccc(-c2nc(-c3ccc(O)c(O)c3)cs2)cc1 | 3.2µM* | 5% | -10 | 0.1% | -2 | 0% | 1 | ? | -5% | -8% | -4
COc1ccc(CNc2ccc3c(c2)nc(C)n3C)cc1OC | 1% | 0% | 1 | -0.6% | -9 | 1% | 5 | -1% | 1% | -3% | 1
NS(=O)(=O)c1cc(C(=O)OCC(=O)NNC(=O)c2ccccc2)ccc1Cl | / | / | 23 | 0.0% | -10 | 1% | 20 | -6% | -18% | -74% | /
O=C(NNS(=O)(=O)c1ccccc1[N+](=O)[O-])c1ccccc1[N+](=O)[O-] | 0% | / | 8 | -0.5% | -4 | 1% | -10 | 5% | 11% | 6% | 1
COCCCNCCOCCOc1ccc(C)cc1Br | -20% | -1% | -6 | -0.6% | 8 | 0% | -8 | 1% | -2% | -4% | 1
O=C(Cc1cccs1)Nc1ccccc1 | 1% | -3% | -5 | -0.5% | 3 | 1% | 7 | 6% | 0% | 2% | -2
COC(=O)/C=C1/C(=O)N/C(=N\c2nc(C)cc(C)n2)N1c1ccc(OC)cc1 | -9% | 0% | -7 | -0.8% | 2 | 2% | 6 | 1% | -6% | -3% | 2

Single records, from the list above. Order of values: PKM2 activator, GALK inhibitor, KCNH2 3.1 block, B2AR arrestin, hERG WT inh, USP2a inh, Giardia killer, BCR signal inh, Eya2 phos inh, uPA surface inh, FBPA coupling cs
O=C(Cc1cccs1)Nc1ccccc1 across the screens: 1%, -3%, -5, -0.5%, 3, 1%, 7, 6%, 0%, 2%, -2
Oc1ccc(-c2nc(-c3ccc(O)c(O)c3)cs2)cc1 across the screens: 3.2µM*, 5%, -10, 0.1%, -2, 0%, 1, ?, -5%, -8%, -4
